# Assay outcomes from PubChem BioAssay.
# HBB splicing – alters splicing of the hemoglobin beta chain. HBB splicing reporter cell assay, activation; EGFP reporter with mutant IVS2-654 intron; response scale: normalised to 500 nM splice-correcting PNA. Potency, µM (highest dose often 46.1 µM), for the others: top-dose activation, hits mostly activators. 65,000 tested, 0.06% active. AID 925; note: potency is the fitted concentration of half-maximal effect; 0% is about no effect
#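 Compounds were applied for 2 days to HeLa EGFP-654 cells, 500/well in Optimem with 2% FCS. The reporter's EGFP is disrupted by mis-splicing of beta-globin intron IVS2-654. Readout: summed well GFP fluorescence from 488 nm laser scanning; reference was 500 nM antisense […] 654 PNA.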
# HADH2 inhib – blocks human hydroxyacyl-CoA dehydrogenase type II; Potency, µM (doses to about 57.1 µM), for inactives: top-dose activity change, negative = inhibition, usual class: inhibitors; 73,000 tested, 3.4% active; recombinant HADH2, NADH fluorescence, beta-hydroxybutyryl-CoA; note: potency is the fitted concentration of half-maximal effect; % is set by controls: 0 for no effect and ±100 for the full control effect; nearly all actives have a fitted effect of over 60% in size; many of its hits are not listed in these tables
# Target sequence (Q99714 whole entry, looked up, one chain of several): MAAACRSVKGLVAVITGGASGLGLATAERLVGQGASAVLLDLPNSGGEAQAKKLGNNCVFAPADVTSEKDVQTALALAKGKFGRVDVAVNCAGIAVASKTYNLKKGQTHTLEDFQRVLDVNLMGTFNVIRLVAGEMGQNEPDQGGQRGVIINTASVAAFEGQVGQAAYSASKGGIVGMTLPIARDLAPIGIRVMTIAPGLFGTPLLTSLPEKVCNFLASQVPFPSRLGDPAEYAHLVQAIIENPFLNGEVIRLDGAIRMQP
#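 E. coli-expressed His-tagged HADH2 tested at 20 nM in alkaline Tris buffer (pH 9.0); oxidation of 90 uM beta-hydroxybutyryl-CoA with 1 mM NAD+ tracked fluorimetrically for 4 min.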
# 15-hLO inh – inhibitors of human 15-lipoxygenase (ALOX15); 74,000 tested, 1.4% active; purified 15hLO-1, xylenol orange hydroperoxide absorbance; P16050; Potency, µM (series often up to 57.1 µM), for the others: at the top dose activity change, negative = inhibition, actives largely listed as inhibitors; note: potency is the fitted concentration of half-maximal effect; % is set by controls: 0 for no effect and ±100 for the full control effect; nearly all actives have a fitted effect of over 55% in size
# Target sequence (P16050 whole entry, looked up): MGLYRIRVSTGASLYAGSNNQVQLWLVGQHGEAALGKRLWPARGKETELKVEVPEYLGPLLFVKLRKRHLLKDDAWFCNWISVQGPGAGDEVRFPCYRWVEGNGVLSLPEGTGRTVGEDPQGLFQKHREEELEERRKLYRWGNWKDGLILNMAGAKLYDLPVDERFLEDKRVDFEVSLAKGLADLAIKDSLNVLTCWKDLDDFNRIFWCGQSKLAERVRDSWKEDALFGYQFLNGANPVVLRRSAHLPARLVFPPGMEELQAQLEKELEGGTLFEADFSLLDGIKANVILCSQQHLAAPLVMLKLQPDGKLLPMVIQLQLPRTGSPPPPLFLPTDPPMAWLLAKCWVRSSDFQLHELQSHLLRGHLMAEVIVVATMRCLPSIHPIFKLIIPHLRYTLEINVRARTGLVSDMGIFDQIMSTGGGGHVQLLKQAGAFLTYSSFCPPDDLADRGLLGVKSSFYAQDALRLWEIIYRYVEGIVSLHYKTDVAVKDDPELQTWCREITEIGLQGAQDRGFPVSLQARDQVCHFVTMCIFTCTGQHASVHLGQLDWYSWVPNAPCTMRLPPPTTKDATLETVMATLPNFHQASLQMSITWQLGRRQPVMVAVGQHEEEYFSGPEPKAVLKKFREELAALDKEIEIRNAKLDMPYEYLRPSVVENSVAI
#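 Compounds were preincubated 15 min at room temperature with 40 nM purified human enzyme (25 mM Hepes pH 7.5, 0.01% Triton X-100); 50 uM arachidonic acid reacted 6 min. Fe-xylenol orange detection, 30 min, absorbance ratio 573/405 nm.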
# UbGFP stabilizer – inhibits proteasome, raising ubiquitin-GFP reporter fluorescence. 67,000 tested, under 10 active. Potency, µM (series often up to 45.9 µM), inactives show at the highest dose activation (GFP accumulation), most hits filed as activators. Ubiquitin-GFP reporter cells, proteasome inhibition, GFP fluorescence; response scale: untreated = 0%, 10 µM MG-132 = 100%; active = well fitted activation curve with a large enough effect, not every such curve was filed as active; inconclusive = small, poorly fitted or top-dose-only effect, or another doubt; inactive = no such curve, though single readings can be large or run the other way; note: potency is the fitted concentration of half-maximal effect
#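 U2OS cells stably expressing ubiquitin(G76V)-GFP, seeded overnight in 0.5% FBS medium, were exposed to compounds (qHTS, 46 uM to 2.9 nM) for 4 hr at 37 °C. GFP-positive cells were counted by laser cytometry (488 ex/515 em), normalized between basal and 10 uM MG-132.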
# BRCT inh green – inhibitors of human BRCA1 BRCT-phosphoprotein interaction (green fluorophore); P38398; BRCA1 BRCT-phosphopeptide binding, green fluorescence polarization; Potency, µM (series often up to 76.9 µM), for inactives: top-dose activity change, negative = inhibition, hits mostly inhibitors; 75,000 tested, 0.05% active;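 note: potency is the fitted concentration of half-maximal effect; plate controls were peptide without protein for full effect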
#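 Fluorescence polarization: His-tagged BRCT (~35 kDa BRCA1 C-terminus, 250 nM) bound to 100 nM fluorescein-labeled phosphorylated 10-aa BACH1 peptide, pH 7.3 phosphate buffer with DTT and Tween 20. Compounds incubated 12 min at room temperature; inhibition read as lowered polarization.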
# GFP derepression – derepresses silenced GFP locus in mouse C127i cells; Potency, µM (top dose mostly 46.1 µM), for inactives: top-dose GFP derepression (activation); AID 597; mouse C127i GFP locus derepression, cytometry, 30 h; 68,000 tested, 0.09% active; note: % of control where 0% means no effect
#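 Murine C127i mammary cells carrying a silenced, stably integrated CMV-driven GFP reporter were treated with compound for 30 hours at 37 C. After PBS washes, GFP-positive cells were counted by laser-scanning microplate cytometry.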
# CRE Fsk mod – alters forskolin-stimulated CRE reporter signaling in CHO cells; 71,000 tested, 2.5% active; Potency, µM (highest dose often 38.2 µM), inactives show at the top dose activity change, negative = inhibition, actives largely listed as activators; CHO CRE-bla reporter (cAMP response element driving beta-lactamase), forskolin EC10, beta-lactamase ratio; active = well fitted activation curve with a large enough effect in the signal ratio, with a control signal flat, not every such curve was filed as active; inconclusive = small, poorly fitted or top-dose-only effect, or effect the other way, or a change in a side signal; the % refers to the signal ratio; note: potency is the fitted concentration of half-maximal effect; % of control where 0% means no effect
#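 CRE-bla CHO reporter cells treated with compound titration plus EC10 NKH 477 (water-soluble forskolin), incubated 3 h at 37 °C; CCF4 loading 2 h at room temperature, 460/530 nm emission ratio read, AC50 values derived for positive or negative modulators.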
# USP2a inh – USP2a (human) protease inhibition | USP2a enzymatic assay, qHTS inhibition | O75604 | 60,000 tested, 0.1% active | Potency, µM (doses to about 38.3 µM), inactives show at the highest dose activity change, negative = inhibition, actives largely listed as inhibitors;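 note: potency is the fitted concentration of half-maximal effect; nearly all actives have a fitted effect of over 60% in size; plate controls were DMSO for no effect and NEM full inhibition control for full effect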
#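 USP2 core (20nM final) preincubated 30 min RT with compound, then Ub-PLA2 20nM and NBD C6-HPC 20uM final added; buffer 20mM Tris-HCl pH 8.0, 2mM CaCl2. Fluorescence Ex 460/Em 535 read at 0 and 2.5 h; normalized to NEM.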
# DNA Pol III inh – DNA polymerase III holoenzyme inhibition; Potency, µM (highest dose often 57.1 µM), for inactives: at the top dose activity change, negative = inhibition; 71,000 tested, 0.25% active; AID 603; reconstituted DNA polymerase III holoenzyme replication, biochemical; note: potency is the fitted concentration of half-maximal effect; % is set by controls: 0 for no effect and ±100 for the full control effect
#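 Reconstituted *E. coli* holoenzyme (0.35 nM Pol III, 1 nM beta, 154 nM SSB, 2 nM primase) was preincubated with compound for 15 min at RT. Synthesis on 1.4 nM ssM13Gori ran 35 min, then was stopped with PicoGreen/EDTA and read as dsDNA fluorescence.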
# Hsp90 Hop PPI – changes Hsp90-Hop TPR2A binding signal, up or down. Potency, µM (top dose mostly 57 µM), for inactives: at the highest dose activity change, negative = inhibition. 71,000 tested, 0.44% active. AlphaScreen TPR2A-His6 binding biotin-Hsp90 C-terminal peptide. AID 595; active = well fitted curve in either direction with a large enough effect; inconclusive = small, poorly fitted or top-dose-only effect, or another doubt; note: potency is the fitted concentration of half-maximal effect; % is set by controls: 0 for no effect and ±100 for the full control effect; many of its hits are not listed in these tables
# BRCT PPI red – BRCT-phosphoprotein interaction inhibition (red fluorophore) | AID 892 | Potency, µM (series often up to 76.9 µM), inactives show top-dose activity change, negative = inhibition, hits mostly inhibitors | 75,000 tested, 0.03% active | BRCT-phosphopeptide binding, red fluorescence polarization; note: % is set by controls: 0 for no effect and ±100 for the full control effect
#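 Rhodamine-labelled pBACH1 10-mer (100 nM) bound to BRCT domain (100 nM) at pH 7.3; compounds incubated 12 min room temperature, polarization read. Free peptide defines full inhibition; unlabelled decapeptide titrated as control.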
# * = called active by the depositor; ? = inconclusive; . = not tested or not shown; & = joins results of further samples; [ ] = dose if it differs, or a comment. Unless noted, calls come from the whole dose curve; as a rule, active = well fitted curve in the direction sought with a large enough effect; inconclusive = small, poorly fitted or top-dose-only effect, or another doubt; inactive = no such curve, though single readings can be large; an effect the other way counts as inactive or inconclusive.
[1] Cc1ccccc1-c1nc(CS(=O)CC(=O)NCCCN(C)c2ccccc2)c(C)o1 (configuration not stated)
[2] CC(=O)c1ccc(NC(=O)CCn2c(=O)oc3ccccc32)cc1
[3] O=C(NCCN1CCN(c2cccc(Cl)c2)CC1)C1CCCN(S(=O)(=O)c2cnc[nH]2)C1 (configuration not stated)
[4] CC(C)(C)c1c2c(c(C(C)(C)C)c3c1OCN(Cc1ccccc1)C3)OCN(Cc1ccccc1)C2
[5] O=C(CN1CCN(Cc2ccccc2Cl)C1=O)NC1CCCCCCC1
[6] O=c1[nH]c2ccc(Cl)cc2c(=O)n1Cc1ccco1
[7] O=C(O)c1ccc(CNC(=O)c2ccc(Br)o2)cc1
[8] Cc1cc(C(=O)NC(C)C)on1
screen / no.	1	2	3	4	5	6	7	8
15-hLO inh	0%	-3%	8%	?	44%[activator]	6%	14%	2%
DNA Pol III inh	0%	-5%	0%	-16%[11.4 µM]	1%	0%	1%	0%
BRCT inh green	0.3%	0.5%	-1.1%	0.1%[15.4 µM]	-0.2%	-0.9%	1.0%	1.3%
USP2a inh	24%	12%	.	.	9%	-13%	2%	2%
HADH2 inhib	-12%	-5%	-5%	-2%[11.4 µM]	0%	-5%	-4%	11%
GFP derepression	4%	0%	.	0%[9.22 µM]	2%	1%	-3%	0%
Hsp90 Hop PPI	-11%	1%	-6%[2.3 µM]	-3%[11 µM]	-1%	4%	-3%	-1%
BRCT PPI red	1.0%	-0.3%	-2.3%	-0.9%[15.4 µM]	0.1%	0.2%	0.7%	0.9%
CRE Fsk mod	?	-10%	-13%	1%[7.6 µM]	9%	?	?	13%
UbGFP stabilizer	12%	25%	-9%	-5%[9.17 µM]	8%	10%	2%	10%
HBB splicing	-1.8%	2.6%	-1.1%	-0.5%[9.22 µM]	0.9%	0.2%	0.1%	4.0%[1.84 µM]

[9] COc1ccc(Cl)cc1-c1nc(-c2ccc(Br)o2)no1
[10] CC(C)OCCCNC(=O)c1ccncc1
[11] CN1CCc2ccccc2Cc2[nH]c3ccccc3c2CC1
[12] Cc1nc(N2CCCC2)c2nnn(Cc3ccccc3Cl)c2n1
[13] O=C(CCCc1ccccc1)NCc1cccnc1
[14] COC1CCCCC1Nc1cccc(SC)c1 (configuration not stated)
[15] COC(=O)C1=C(NC(=O)c2cccs2)CCS1
[16] O=S(=O)(NCc1ccccn1)c1ccc(Br)s1
screen / no.	9	10	11	12	13	14	15	16
15-hLO inh	2%	-1%	3%[25.6 µM]	?	3%	-5%	0%	8%
DNA Pol III inh	2%	0%	-2%&-4%	0%	-1%	2%	1%	-3%
BRCT inh green	-2.3%	-0.7%	-2.7%	-0.7%	-0.2%	2.2%	1.0%	-0.5%
USP2a inh	.	5%	-5%	-2%	-2%	-3%	-1%	3%
HADH2 inhib	-3%	9%	-13%&11%	-8%	2%	-4%	-4%	6%
GFP derepression	.	-3%	-2%&0%	-3%	7%	2%	6%	0%
Hsp90 Hop PPI	-3%[2.3 µM]	-6%	?	2%	-1%	?	5%	-5%
BRCT PPI red	0.7%	-0.1%	-3.2%	1.8%	1.5%	2.4%	1.3%	-0.9%
CRE Fsk mod	-4%	8%	-24%&-11%	2.5µM*	-3%	-1%	?	-4%
UbGFP stabilizer	-6%	-2%	3%&-5%	-1%	3%	-3%	-8%	.
HBB splicing	-0.6%	-1.2%	0.8%	.	-0.7%	3.2%	-4.2%	0.2%[0.369 µM]

[17] O=C(COC(=O)CCc1ccc(S(=O)(=O)N2CCCCC2)cc1)Nc1ccc2c(c1)OCO2
[18] CCOC(=O)COc1cccc2c(=O)n(CC(=O)N3CCc4ccccc43)ccc12
[19] CCOC(=O)c1[nH]cnc1C(=O)Nc1ccncc1
[20] CCOC(=O)C1CCN(C(=O)C2CCN(S(=O)(=O)c3cccc4cccnc34)CC2)CC1
[21] CCCN1CN(Cc2ccccc2)CC2=C1CC(C)(C)CC2=O
[22] Cc1ccc(S(=O)(=O)Nc2cc(C(=O)NCCN(C)C)ccc2N2CCCCC2)cc1
[23] Cc1cc(NC(=O)C2CC=CCC2C(=O)O)no1 (configuration not stated)
[24] COC(=O)c1ccc(-c2nc(-c3ccc(Br)o3)no2)cc1
screen / no.	17	18	19	20	21	22	23	24
15-hLO inh	-5%	6%	5%	?	-1%	0%	4%	5%
DNA Pol III inh	-5%	-14%	-6%	6%	4%	-6%	-12%	-1%
BRCT inh green	-0.9%	-1.3%	-2.9%	-1.1%	-2.3%	0.1%	-0.8%	-3.0%
USP2a inh	29%	.	5%	.	-3%	22%	5%	.
HADH2 inhib	-2%	6%	2%	11%	1%	2%	0%	-2%
GFP derepression	0%	.	0%	-4%	3%	-1%	0%	.
Hsp90 Hop PPI	-7%	0%	-21%	-3%	-4%	-12%	-7%	-4%[2.3 µM]
BRCT PPI red	-0.7%	0.1%	-1.9%	0.3%	-0.1%	1.0%	1.2%	0.0%
CRE Fsk mod	-11%	1%	?	-10%	2%	-15%	-10%	5%
UbGFP stabilizer	-2%	-8%	-10%	-1%	-3%	2%	-2%	-14%
HBB splicing	0.3%	-0.1%	0.0%	0.3%	-0.9%[57.5 µM]	-1.2%	0.8%	-1.2%

# 3 compounds already listed, sorted by the value under Hsp90 Hop PPI, smallest number first:
cpd	molecule	Hsp90 Hop PPI
19	CCOC(=O)c1[nH]cnc1C(=O)Nc1ccncc1	-21%
17	O=C(COC(=O)CCc1ccc(S(=O)(=O)N2CCCCC2)cc1)Nc1ccc2c(c1)OCO2	-7%
20	CCOC(=O)C1CCN(C(=O)C2CCN(S(=O)(=O)c3cccc4cccnc34)CC2)CC1	-3%

# Next part:
[25] C=CCOc1ccc(C(=O)N(Cc2ccc(N(C)C)cc2)C2CCS(=O)(=O)C2)cc1 (configuration not stated)
[26] COc1ccc(C2CC(=O)c3c([nH]c(C(=O)OC(C)C)c3C)C2)cc1OC (configuration not stated)
[27] COC(=O)C1=C(CSCc2ccco2)NC(=O)NC1c1cc(C)ccc1C (configuration not stated)
[28] COc1cc2c(cc1OC)C(c1cccs1)CC(=O)N2 (configuration not stated)
[29] Cc1ccc(-n2cnc3c(sc4nccc(N(C)C)c43)c2=O)cc1
[30] CC1CCN(C(=O)C2CCCN(S(C)(=O)=O)C2)CC1 (configuration not stated)
[31] c1ccc(-c2noc(-c3cccc4ccccc34)n2)cc1
screen / no.	25	26	27	28	29	30	31
15-hLO inh	-4%	-3%	-16%	1%	5%	-1%	1%
DNA Pol III inh	2%	-4%	-6%	-5%	-2%	-4%	1%
BRCT inh green	-2.3%	-1.2%	1.7%	-0.6%	1.9%	-0.5%	0.3%
USP2a inh	19%	24%	19%	-4%	11%	-2%	-22%
HADH2 inhib	?	6%	3%	-6%	17%	-9%	?
GFP derepression	0%	-1%	-3%	2%	8%	-1%	-2%
Hsp90 Hop PPI	-10%	-10%	-9%	-3%	0%	-3%	?
BRCT PPI red	-0.6%	1.1%	-0.6%	0.2%	0.1%	0.2%	-0.4%
CRE Fsk mod	-7%	?	28%	?	-9%	-14%	13%
UbGFP stabilizer	-2%	6%	1%	3%	-16%	-9%	-2%
HBB splicing	-1.4%[57.5 µM]	-0.7%	-0.9%	-0.1%[57.5 µM]	0.5%	-0.5%	-0.4%[57.5 µM]

# 3 compounds already listed, sorted by molar mass, falling:
[5] O=C(CN1CCN(Cc2ccccc2Cl)C1=O)NC1CCCCCCC1
[21] CCCN1CN(Cc2ccccc2)CC2=C1CC(C)(C)CC2=O
[19] CCOC(=O)c1[nH]cnc1C(=O)Nc1ccncc1
screen / no.	5	21	19
15-hLO inh	44%[activator]	-1%	5%
DNA Pol III inh	1%	4%	-6%
BRCT inh green	-0.2%	-2.3%	-2.9%
USP2a inh	9%	-3%	5%
HADH2 inhib	0%	1%	2%
GFP derepression	2%	3%	0%
Hsp90 Hop PPI	-1%	-4%	-21%
BRCT PPI red	0.1%	-0.1%	-1.9%
CRE Fsk mod	9%	2%	?
UbGFP stabilizer	8%	-3%	-10%
HBB splicing	0.9%	-0.9%[57.5 µM]	0.0%

# Only part of the results is shown (hit frequency here may not be typical).
